From PubChem
Mtb UGM inh – M. tuberculosis UGM enzyme inhibitors, primary screen, biochemical, fluorescence polarization, single point; purified UGM, fluorescence polarization probe displacement; 320,000 tested, 0.06% active; UDP-galactopyranose mutase (Mycobacterium tuberculosis (strain ATCC 25618 / H37Rv)), …; AID 504406, 2011; inhibition, % at 10 µM; in the data active = inhibition above about 10%, passing the limit was not always enough
Rv3671c protease – Rv3671c serine protease inhibitors, primary screen, biochemical, fluorescence polarization, M. tuberculosis H37Rv. P9WHR9. inhibition, % at 5.96 µM. 320,000 tested, 0.048% active; in the data active = inhibition above about 38%;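 note: extracellular domain of Rv3671c used as enzyme; 0% = enzyme with DMSO and 100% = no enzyme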
Target sequence (P9WHR9 whole entry, looked up, the tested form may be a part): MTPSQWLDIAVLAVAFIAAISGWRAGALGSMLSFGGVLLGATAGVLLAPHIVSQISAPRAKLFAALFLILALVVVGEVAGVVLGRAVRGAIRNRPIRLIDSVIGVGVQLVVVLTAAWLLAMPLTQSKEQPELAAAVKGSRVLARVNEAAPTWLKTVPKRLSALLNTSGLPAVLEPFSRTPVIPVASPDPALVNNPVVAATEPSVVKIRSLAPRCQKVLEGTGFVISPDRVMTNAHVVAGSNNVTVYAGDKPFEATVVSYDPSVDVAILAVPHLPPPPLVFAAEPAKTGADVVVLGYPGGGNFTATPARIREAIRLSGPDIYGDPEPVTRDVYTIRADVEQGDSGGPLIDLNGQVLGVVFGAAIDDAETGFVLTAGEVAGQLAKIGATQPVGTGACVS
MazF activator – activators of E. coli MazEF toxin-antitoxin RNase, primary screen, biochemical, fluorescence, uHTS; Endoribonuclease toxin MazF (Escherichia coli (strain K12)), P0AE70; activation, % at 20 µM; AID 504720, 2011; FAM/BHQ RNA-DNA oligo cleavage fluorescence, 5 h; 350,000 tested, 0.32% active; in the data active = activation above about 50%
Target sequence (P0AE70 whole entry, looked up): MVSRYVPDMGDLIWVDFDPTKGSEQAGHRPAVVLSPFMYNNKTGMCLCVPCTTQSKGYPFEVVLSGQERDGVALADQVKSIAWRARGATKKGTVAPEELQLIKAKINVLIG
PriA SSB inh – inhibitors of Klebsiella pneumoniae PriA binding to SSB C-terminal tail, primary screen, biochemical, AlphaScreen; PriA–SSB C-terminal tail interaction (Klebsiella pneumoniae); inhibition, % at 33 µM; 430,000 tested, 0.6% active; AlphaScreen SSBct-PriA binding, biotinylated peptide; in the data active = inhibition mostly above about 37%, no sharp cut-off; inactive = mostly below about 20%;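 note: plate controls were negative control peptide for no effect and reference peptide for full effect; strong numbers were not always called active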
GDH-TPI inh – GDH-TPI coupling enzyme inhibitors, primary screen, artefact control for M. tuberculosis FBA inhibitor project, biochemical, absorbance, full deck. GDH-TPI coupled enzyme counterscreen, NADH absorbance. inhibition, % at 4.8 µM. 360,000 tested, 1.2% active; in the data active = inhibition above about 30%;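 note: 0% = DMSO wells and 100% = wells lacking the enzyme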
BioA inh – M. tuberculosis BioA enzyme inhibitors, primary screen, biochemical, plate reader, single point, HTS; 7,8-diaminopelargonic acid synthase BioA (Mycobacterium tuberculosis); purified M. tuberculosis BioA enzyme; inhibition, % at 9.99 µM; 360,000 tested, 0.096% active; AID 602481, 2012; in the data active = inhibition above about 40%
BH1578 lux ind – inducers of Vibrio cholerae quorum light production without autoinducers, primary screen, BH1578 luxS cqsA deficient, single point; AID 588436, 2011; 350,000 tested, 0.16% active; activation, % at 18.7 µM; V. cholerae BH1578 lux reporter, luminescence, 6 h; in the data active = activation mostly above about 9.7%, no sharp cut-off; note: not every result past the cut was called active; inactives centre near 0; reference of the scale not given here
FBA Mtb inh – Mtb FBA enzyme inhibitors, primary screen, biochemical, fluorescence, strain H37Rv. Fructose-bisphosphate aldolase (Mycobacterium tuberculosis (strain ATCC 25618 / H37Rv)), …. purified M. tuberculosis FBA, fluorescence read-out. inhibition, % at 1 µM. 360,000 tested, 2.3% active; in the data active = inhibition above about 27%;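 note: 0% = vehicle and 100% = reference inhibitor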
Target sequence (P9WQA3 whole entry, looked up): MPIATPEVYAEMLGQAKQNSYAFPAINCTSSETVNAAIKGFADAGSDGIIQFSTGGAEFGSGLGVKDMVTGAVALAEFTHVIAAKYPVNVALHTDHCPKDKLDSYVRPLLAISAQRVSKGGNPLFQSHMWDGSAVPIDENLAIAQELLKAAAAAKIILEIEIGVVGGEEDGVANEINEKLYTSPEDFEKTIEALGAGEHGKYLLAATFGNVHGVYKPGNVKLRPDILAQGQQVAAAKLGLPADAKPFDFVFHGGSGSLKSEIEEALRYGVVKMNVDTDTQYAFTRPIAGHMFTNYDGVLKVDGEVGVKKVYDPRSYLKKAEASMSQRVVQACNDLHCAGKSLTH
3CLpro inhibitor – SARS-CoV 3CLpro protease inhibitors, primary screen, biochemical, quenched FRET | 290,000 tested, 0.14% active | recombinant SARS-CoV 3CLpro, quenched FRET peptide cleavage | AID 1706, 2009 | inhibition, % at 6 µM; in the data active = inhibition above about 12%
VHR inh abs – VHR1 phosphatase inhibitors, primary screen, biochemical, absorbance, uHTS | Dual specificity protein phosphatase 3 (Homo sapiens), P51452 | recombinant VHR phosphatase, pNPP absorbance | inhibition, % at 13.3 µM | 290,000 tested, 0.52% active | AID 1654, 2009; in the data active = inhibition above about 50%; note: some compounds called inactive have numbers as strong as hits
Target sequence (P51452 whole entry, looked up): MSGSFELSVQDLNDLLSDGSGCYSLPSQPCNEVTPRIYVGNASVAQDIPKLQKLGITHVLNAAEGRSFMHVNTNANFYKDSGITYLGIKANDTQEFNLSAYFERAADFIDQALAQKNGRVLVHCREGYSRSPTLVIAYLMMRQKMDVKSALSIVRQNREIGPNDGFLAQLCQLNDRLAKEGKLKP
* hit, by the source's call; i = inactive; nt = no result given; + = active, no number; & = joins results of further samples.

Compound	Mtb UGM inh	Rv3671c protease	VHR inh abs	FBA Mtb inh	BH1578 lux ind	BioA inh	GDH-TPI inh	MazF activator	PriA SSB inh	3CLpro inhibitor
CC(=O)C1=C(C)N2CCN=C2S1	1.7	-1	2	1	i	nt	15	5	-3	-4
O=Cc1ccc(OC(=O)/C=C/c2ccccc2)cc1	-2.5	-4	-5	0	-0.4	-0.3	6	6	-3	-3
CS(=O)(=O)c1ccc(C(=O)OCC(=O)c2ccc(Cl)s2)cc1	1.2	5	nt	3	5.6	-3.0	2	6	-13	nt
Cc1cccc(C(=O)N2CCCC(Nc3ccc(C)c(C)c3)C2)n1 (centres undefined)	0.6	-1	0	0	i	-1.0	-20	8	0	1
CCN(CC)CCNC(CC(=O)Nc1ccc(Cl)cc1Cl)C(=O)O (centres undefined)	0.0	1	20	7	-0.5	-3.2	12	-1	-8	3
Cn1c(O)c(C=NCCCNC2CCCCC2)c(=O)n(C)c1=O	-2.0	-4	27	-3	i	-1.5	-6	1	8	4
COC(=O)[C@@]12CCCN1[C@H](c1ccc(-c3ccc(Cl)c(Cl)c3)cc1)[C@H]1C(=O)N(C)C(=O)[C@H]12	0.3	-6	nt	6	i	-14	1	1	12	nt
COc1ccc2oc(-c3ccc(C)c(NC(=O)CSc4ccc(Cl)cc4)c3)nc2c1	1.9	1	18	5	0.0	nt	4	-12	0	1
CSCCC(NC(=O)COc1ccccc1)C(=O)N1CCN(c2ccccc2Cl)CC1 (centres undefined)	-0.3	-3	nt	-1	i	0.2	1	7	-5	nt
COc1ccccc1N(C)S(=O)(=O)c1ccc(C(=O)NCc2ccccc2CN2CCCC2)cc1	nt	nt	nt	-3	i	-1.5	-2	12	7	nt
CNC(=O)c1cc2cc(Br)ccc2s1	-2.6	-1	13	23	-0.1	nt	-1	3	-7	2
CC/C(=N\NC(=O)CNC(=O)/C=C/c1ccc(OC)cc1)c1ccccc1	0.3	-12	34	0	-0.4	-0.8	3	-2	nt	-2
NC(=O)C[C@H]1NC(=O)[C@H](CCC(=O)O)NC(=O)c2cc([N+](=O)[O-])cc(I)c2NCCC[C@@H](C(N)=O)NC1=O	2.9	3	0	-4	5.0	-0.9	13	-2	0	2
COc1ccc(NC(=O)COC(=O)COc2cccc(Br)c2)cc1OC	1.4	-4	26	-2	-0.2	0.1	-6	-3	11	2
Fc1cccc(CCN2CCNC[C@@H]2Cc2ccccc2)c1	2.5	-4	nt	0	0.0	-0.1	8	5	0	nt
O=C(NC1CCCC1)C(c1ccccn1)N(C(=O)c1csnn1)C1CC1 (centres undefined)	-1.4	7	0	0	-1.4	4.8	4	-9	-1	7
Cc1ccc(S(=O)(=O)N2CCCC2C(=O)NCc2ccccc2Cl)cc1 (centres undefined)	-1.1	-8	-35	1	i	0.5	-1	-1	-25	1
O=C(/C=C/c1cccs1)NNC(=O)c1cccc([N+](=O)[O-])c1	-1.1	-3	nt	3	i	-2.5	19	-1	-1	nt
Cc1ccc(C)c(-n2c(=O)c(C#N)cc3c(=O)n4ccccc4nc32)c1	0.4	5	-12	133*	-0.4	nt	4	-33	-4	4
CNC(=O)c1ccccc1Sc1ccccc1CO	-0.7	8	4	1	-0.2	0.2	8	1	-14	-2
Cc1cc(Cl)cc(C)c1OCCn1ccnc1	2.0	-10	nt	1	i	-1.3	-1	1	9	-7
Cc1cccc(OCCCC(=O)NC(C)C)c1	-0.2	2	21	1	i	-0.6	-9	-1	-24	-2
O=C(CN1CCN(CCC(=O)Nc2ccccc2F)CC1)Nc1ccc(Cl)cc1	-2.5	3	-2	-1	i	-2.4	7	1	-2	0
O=C(O)c1ccc(N2CCCCC2)cc1O	1.9	-7	25	0	i	-1.0	9	-3	0	-3
CCOC(=O)/C=c1\s/c(=C\c2c(OC)ccc3ccccc23)c(=O)n1CC(=O)NCC1CCCO1 (centres undefined)	5.2	-28	6	-3	i	-2.8	38*	+	nt	5
O=c1ccc(=O)n(-c2ccccc2)[nH]1	0.9	2	17	-2	-0.1	nt	0	0	0	-7
COc1ccc(NC(=O)Cc2ccc(C)c(C)c2)cc1S(=O)(=O)N1CCCCC1	-0.3	-6	nt	-2	nt	nt	4	-4	-6	nt
CC(=O)Nc1cccc(Oc2nc(C)cc(C)c2C#N)c1	2.5	1	-15	9	-0.4	1.1	3	8	-2	3
Cc1nc(SCC(=O)Nc2c(C)n(C)n(-c3ccccc3)c2=O)c2cnn(-c3ccccc3)c2n1	nt	nt	nt	0	i	4.2	0	-2	2	nt
O=C(CCn1cccc1)NCCc1ccc(Cl)cc1	0.3	-6	13	1	5.9	-0.9	-12	1	5	-4
CCCCOC(=O)Nc1ccc(S(=O)(=O)Nc2nc(C)cc(C)n2)cc1	4.8	-6	-6	1	-0.4	nt	-5	-20	-1	-4
O=C(O)C1Nc2c(C(F)(F)F)ccc(Cl)c2C2C=CCC12 (centres undefined)	0.4	11	6	3	i	3.7	5	-3	7	1
O=C(COC(=O)Cc1ccc(Cl)cc1)Nc1ccccc1F	-0.4	-7	-12	2	-0.3	nt	-5	-2	-3	1
O=C(CSc1ncc(C(F)(F)F)cc1Cl)NCC1CCCO1 (centres undefined)	-0.6	-3	-7	0	i	0.7	4	10	-5	-3
Cc1cc(-c2nnc(SCC(=O)c3ccc(F)cc3)o2)no1	0.4	-2	-1	6	0.8	-2.3	6	3	8	-1
O=C(Nn1cnnc1)c1ccccc1-c1ccccc1	2.9	-1	-27	5	-0.1	-1.2	-4	0	-15	6
COC(=O)C12CCC3(SCCS3)C(C(=O)OC)(CCC13SCCS3)C2	-4.2	-6	8	1	-0.5	-0.8	-7	-6	10	0
OC(c1cccc(Cl)c1)c1nccc2ccccc12 (centres undefined)	1.5	-1	-2	1	-0.3	0.2	-7	8	-30	1
C=CCNCCOCCOc1ccccc1-c1ccccc1	2.9	6	-5	0	0.9	nt	2	-3	-5	2
N#CCCn1nc(-c2ccc(Cl)cc2)cc1Nc1ccccc1NC(=O)C(F)(F)F	-1.4	0	18	-2	-0.2	nt	9	-3	-15	11

Individual results from the results shown.
O=C(CSc1ncc(C(F)(F)F)cc1Cl)NCC1CCCO1 (centres undefined) in Rv3671c protease reads -3
Cc1cc(-c2nnc(SCC(=O)c3ccc(F)cc3)o2)no1 in PriA SSB inh reads 8
C=CCNCCOCCOc1ccccc1-c1ccccc1 in Mtb UGM inh reads 2.9

Later entries:
Compound	Mtb UGM inh	Rv3671c protease	VHR inh abs	FBA Mtb inh	BH1578 lux ind	BioA inh	GDH-TPI inh	MazF activator	PriA SSB inh	3CLpro inhibitor
COc1ccc(N2Cc3cccc(C(=O)N4CCN(C(=O)c5ccco5)CC4)c3C2=O)cc1	0.0	1	42	-1	i	2.8	-6	7	-3	-4
Cc1csc2nc(CSc3ccc(Cl)cc3)cn12	-15	-4	-9	0	i	-0.2	-5	-1	4&10	-3
CC1(C)CCCN1CCC(C(N)=O)(c1ccccc1)c1ccccc1	nt	nt	nt	-4	nt	nt	-2	7	-13	nt
Cc1cc(C(=O)N/N=C\C(Br)=C\c2ccccc2)c(C)o1	-3.2	1	1	-3	-0.2	nt	16	5	nt	-2
COc1ccc(NS(=O)(=O)c2cc(NC(=O)c3cnc(C)cn3)ccc2N2CCCCC2)cc1	-1.6	-51	8	-2	i	nt	-1	-8	16	8
COc1nccc(C(F)(F)F)c1C(=O)NC(=O)Nc1ccccc1	1.5	2	10	-3	i	8.7	12	-7	-9	6
COc1cccc(C#Cc2ccc3c(c2)O[C@@H](CN(C)C(=O)c2ccccn2)[C@@H](C)CN([C@H](C)CO)S3(=O)=O)c1	nt	nt	nt	24	i	1.1&0.0&-1.5	2	11	nt	nt
COc1cc2c(cc1OC)-c1cc(NC3CCCCCC3)nc(=O)n1CC2	0.4	-9	17	15	0.1	4.0	31*	6	3	-1

Record cards (already shown). Order of values: Mtb UGM inh | Rv3671c protease | VHR inh abs | FBA Mtb inh | BH1578 lux ind | BioA inh | GDH-TPI inh | MazF activator | PriA SSB inh | 3CLpro inhibitor
CCN(CC)CCNC(CC(=O)Nc1ccc(Cl)cc1Cl)C(=O)O (centres undefined) across the screens: 0.0 | 1 | 20 | 7 | -0.5 | -3.2 | 12 | -1 | -8 | 3
COc1ccc(NC(=O)COC(=O)COc2cccc(Br)c2)cc1OC across the screens: 1.4 | -4 | 26 | -2 | -0.2 | 0.1 | -6 | -3 | 11 | 2

Next compounds.
Compound	Mtb UGM inh	Rv3671c protease	VHR inh abs	FBA Mtb inh	BH1578 lux ind	BioA inh	GDH-TPI inh	MazF activator	PriA SSB inh	3CLpro inhibitor
COCC(=O)N1CCC(Oc2ccc(C(=O)NCc3cc(C(C)C)no3)cc2)CC1	0.2	-10	12	1	-0.3	-5.3	4	-13	-5	-6
CCCN(CCC)CCCNc1ccc(C(=O)Nc2cccc(OC)c2)cc1[N+](=O)[O-]	0.5	5	1	-4	14	6.0	-3	7	19	-3
O=C(O)C1CCCN1C(=O)NC1CCCCC1 (centres undefined)	-2.1	2	20	5	-0.5	-5.1	-3	-13	-7	5
CCN1C(=O)C(CC(=O)NCc2ccc(Cl)cc2)N(CC)C1=O (centres undefined)	0.3	4	-13	1	-0.1	nt	2	10	2	2
CCC(C)(O)c1cnc(CC(C)C)c(=O)n1O (centres undefined)	nt	nt	nt	-1	-0.5	-0.2	8	nt	nt	nt
COc1ccccc1C(=O)NNC(=O)C(=O)NC(C)(C)C	-6.8	-6	-14	1	-0.4	nt	-6	-1	-15	2
CCCN=C1NC(=O)C(CC(=O)NCCc2ccc(OC)c(OC)c2)S1 (centres undefined)	-1.8	-12	-6	5	i	nt	7	-8	-7	5
CC(=O)c1ccc(NC(=O)CSc2nc(Nc3ccccc3)nc(N3CCOCC3)n2)cc1	-0.6	-55	10	2	-1.8	3.7	6	5	7	3
Cc1[nH][nH]c(=O)c1C(c1c(C)[nH][nH]c1=O)c1cn(Cc2ccc(Cl)c(Cl)c2)c2ccccc12	0.7	-157	-2	-7	-0.2	5.0	7	-6	24	7
CCOC(=O)N1CCN(S(=O)(=O)c2cc(-c3nn4c(C)nnc4c4ccccc34)ccc2C)CC1	0.3	-1	12	6	i	nt	6	15	-14	2
COc1ccc(-n2nc(C(=O)O)c3ccccc3c2=O)cc1	-1.0	7	4	1	-0.5	0.6	18	-3	1	3
COc1cccc(CNn2cn[nH]c2=S)c1OCc1ccccc1	-0.2	6	-10	2	i	nt	7	2	-4	2
Cc1oc(-c2ccc(Cl)cc2)[n+]([O-])c1C	1.2	0	17	2	i	-0.6	-3	2	5	-7
COc1cc(NC(=O)N[C@@H](Cc2c[nH]c3ccccc23)C(=O)O)c(C(=O)O)cc1OC	8.5	nt	nt	13	i	-1.1	-2	10	-14	0
COC(=O)c1ccc(CC(C(=O)c2ccccc2)N(C)C)cc1 (centres undefined)	1.2	-5	-6	1	i	-1.5	1	53*	-7	-4
COc1cc(/C=C(\C#N)C(=O)NCC2CCCO2)c([N+](=O)[O-])cc1OC (centres undefined)	0.6	0	32	2	-0.2	-0.9	20	4	-11	-1
Clc1ccccc1-c1nn2c(-c3ccccn3)nnc2s1	1.9	-1	17	-1	i	15	-2	1	-15	-1
COC(=O)c1ccccc1OCCCN(C)C	-0.4	8	2	-5	-0.2	nt	9	-1	14	-3

This is a subset, so the mix of outcomes need not match the whole.
